M4 ag – CHRM4 agonism in calcium assay; CHO-K1 hM4/Gqi5, Fluo-8 calcium fluorescence; vehicle 0%, full acetylcholine response 100%; activation, % at 3 µM; 360,000 compounds, 0.14% hits;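 active means activation above the run mean over all test wells plus 3 SD, cut at about 32% in these data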;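 further: peak over basal fluorescence ratio per well then scaled between controls; 0% = DMSO wells and 100% = acetylcholine at EC100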
Target sequence (P08173 whole entry, looked up): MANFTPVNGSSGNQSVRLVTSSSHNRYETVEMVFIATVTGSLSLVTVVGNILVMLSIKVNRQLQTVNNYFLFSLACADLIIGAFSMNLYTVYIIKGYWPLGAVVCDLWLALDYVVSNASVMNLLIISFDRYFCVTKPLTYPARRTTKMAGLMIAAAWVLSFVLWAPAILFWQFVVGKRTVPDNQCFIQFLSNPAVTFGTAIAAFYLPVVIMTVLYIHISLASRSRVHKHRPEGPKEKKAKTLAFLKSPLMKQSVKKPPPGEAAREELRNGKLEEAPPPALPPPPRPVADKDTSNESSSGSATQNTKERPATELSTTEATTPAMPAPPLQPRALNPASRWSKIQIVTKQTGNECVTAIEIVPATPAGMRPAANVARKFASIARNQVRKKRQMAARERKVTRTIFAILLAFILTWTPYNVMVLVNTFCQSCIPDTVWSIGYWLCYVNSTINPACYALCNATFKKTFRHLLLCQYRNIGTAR
IDE inh – inhibitors of human insulin-degrading enzyme in cells; P14735; AID 434962; HEK cells, FAbetaB cleavage, fluorescence polarization; 320,000 compounds, 0.41% hits; inhibition, % at 5.59 µM;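 active means percent inhibition above the average of all tested compounds plus 3 SD, set per screening campaign, cut at about 16% in these data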;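 further: IDE supplied by intact live HEK cells; FP after avidin binding of uncleaved biotin substrate so inhibition keeps polarization high; 0% = DMSO wells and 100% = 60 µM reference IDE inhibitor Ii1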
CRFR2-BP ag – agonists of human CRF-binding protein/CRF-R2 receptor complex; HEK293 CRF-R2/CRF-BP, calcium dye fluorescence (FLIPR); percent of saturating CRF peptide response; activation, % at 13.2 µM; 350,000 compounds, 0.46% hits;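 active means activation of at least 50%, plus an integration ratio under a set limit after plate pattern correction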;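 further: plate controls were neutral control wells without compound for no effect and CRF at EC100 for full effect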
M4 PAM – positive allosteric modulators of human muscarinic M4 receptor. activation, % at 3 µM. P08173. 360,000 compounds, 0.4% hits. CHO-K1 hM4/Gqi5, Fluo-8 calcium fluorescence, ACh EC20; 0% = ACh EC20, 100% = maximal ACh. AID 624126;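 active means activation above its plate's cutoff, the mean activation of sample wells plus 3 SD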; further: some results filed as inactive read as strong as hits
M4 antag – antagonists of human muscarinic M4 receptor (CHRM4); P08173; CHO-hM4 cells, ACh EC80, Fluo-8 calcium fluorescence; inhibition, % at 3 µM; 360,000 compounds, 0.73% hits;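 active means inhibition above its plate's cutoff, the mean inhibition of sample wells plus 3 SD, cut at about 27% in these data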;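 further: 0% = acetylcholine EC80 with DMSO and 100% = DMSO without agonist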
CHRM5 antagonist – antagonists of human muscarinic M5 receptor (CHRM5) | AID 624040 | CHO-hM5 cells, Fluo-8 calcium fluorescence, ACh EC80 | 360,000 compounds, 0.59% hits | P08912 | inhibition, % at 3 µM;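 active means inhibition above a per-plate cutoff, the mean of that plate's test compounds plus 3 SD, cut at about 27% in these data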;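 further: 0% = acetylcholine EC80 with DMSO and 100% = DMSO without agonist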
Target sequence (P08912 whole entry, looked up): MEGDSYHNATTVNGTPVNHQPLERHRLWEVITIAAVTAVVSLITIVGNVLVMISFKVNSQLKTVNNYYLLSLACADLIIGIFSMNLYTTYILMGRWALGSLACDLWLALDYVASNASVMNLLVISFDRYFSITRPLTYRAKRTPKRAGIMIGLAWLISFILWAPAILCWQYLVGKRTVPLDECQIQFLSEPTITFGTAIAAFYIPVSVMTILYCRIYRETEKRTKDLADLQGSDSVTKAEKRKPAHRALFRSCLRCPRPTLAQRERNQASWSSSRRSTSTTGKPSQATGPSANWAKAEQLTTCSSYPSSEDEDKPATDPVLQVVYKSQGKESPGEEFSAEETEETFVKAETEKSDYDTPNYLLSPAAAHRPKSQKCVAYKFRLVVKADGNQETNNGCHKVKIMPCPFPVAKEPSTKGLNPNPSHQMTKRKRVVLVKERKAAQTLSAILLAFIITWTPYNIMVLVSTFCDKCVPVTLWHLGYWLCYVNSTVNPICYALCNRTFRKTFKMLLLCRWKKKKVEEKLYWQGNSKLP
CRFBP-R2 block – CRF-BP/CRF-R2 complex antagonism; HEK293 CRF-R2/CRF-BP, CRF-induced calcium fluorescence; inhibition, % at 11.8 µM; 350,000 compounds, 0.59% hits; AID 588475;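 active means inhibition of the ligand-induced calcium signal above about 50% at the single tested concentration, limit read from the data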
CHRM5 agonist – CHRM5 agonism in calcium assay. CHO-K1 hM5 cells, Fluo-8 calcium fluorescence; 0% DMSO wells, 100% maximal acetylcholine response. activation, % at 3 µM. 360,000 compounds, 0.19% hits;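 active means activation above the run's mean over test compounds plus 3 SD, cut at about 23% in these data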;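 further: signal is peak over basal fluorescence ratio across the kinetic read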
M5 PAM – CHRM5 positive allosteric modulation. P08912. CHO-K1 hM5, Fluo-8 calcium, ACh EC20 PAM; 0% = ACh EC20, 100% = ACh EC100. activation, % at 3 µM. 360,000 compounds, 0.3% hits. AID 624038;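 active means activation above the run cutoff, the mean activation of all test compounds plus 3 SD, cut at about 18% in these data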
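Measured by: Fluo-8 calcium fluorescence; material: human M5 receptor in CHO-K1 cells; schedule: Post-acetylcholine fluorescence recording 140 s; benchmarks: low control EC20 acetylcholine (0%), high control EC100 acetylcholine (100%); read-out: Max/basal fluorescence ratio as % of EC20–EC100 ACh window; compound: single dose, 3 µM nominal final test concentration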
An asterisk follows results filed as active; · = not tested or not shown.

Start of the listing, in advance (14 entries):
SMILES	M4 ag	IDE inh	CRFR2-BP ag	M4 PAM	M4 antag	CHRM5 antagonist	CRFBP-R2 block	CHRM5 agonist	M5 PAM
O=C1N/C(=C/c2ccc(Br)s2)C(=O)N1c1ccccc1	3	1	4.3	9	-6	-4	-40	4	1
CCC(=O)Oc1ccc(C(CC)C(CC)c2ccc(OC(=O)CC)cc2)cc1 (stereo not given)	0	7	1.4	-4	1	-3	7	0	5
O=C(O)c1cc(S(=O)(=O)Nc2ccc3cn[nH]c3c2)ccc1Br	0	0	0.1	6	-6	3	6	1	3
COc1ccccc1C(=O)Nc1nnc(S(=O)(=O)N2CCOCC2)s1	2	4	1.6	2	-11	-8	-10	-2	4
COc1ccccc1CNC(=O)COC(=O)c1ccc(C)c(S(=O)(=O)N2CCOCC2)c1	0	1	-0.8	7	-13	3	3	1	-3
O=C1N=C(N2CCCCC2)S/C1=C\c1cn[nH]c1-c1ccccc1	-1	-6	1.8	1	-16	-2	7	1	-3
C/C=C(/C)C(=O)O[C@@H]1c2c(ccc3ccc(=O)oc23)OC(C)(C)[C@@H]1OC(C)=O	10	-1	-1.1	-6	12	9	1	6	-4
O=C(CCN1CCN(c2ccccc2)CC1)N/N=C/c1ccc(O)c(O)c1O	1	·	2.6	-2	-2	-5	16	-1	8
C#CCOCCOCCOCCNc1nc(N2CCN(C(=O)Cn3cc(CC(C)O)nn3)CC2)nc(N2CCN(C(=O)[C@H]([C@@H](C)O)n3cc(CCCCN)nn3)CC2)n1 (stereo not given in full)	0	·	-1.2	2	-1	11	-12	3	-1
O=C(NCCCN1CCCC1=O)c1ccccc1NS(=O)(=O)c1ccc(F)cc1	1	2	6.3	3	3	-5	-10	1	7
O=C1C2C3CCCC3=C3CCCC3C2C(=O)N1c1ccccc1 (stereo not given)	0	9	-4.4	15	2	0	-22	-5	3
O=S(=O)(NCCS(=O)(=O)N1CCN(c2ccc(F)cc2)CC1)c1ccc(F)cc1	19	·	-2.9	-4	-11	3	38	4	-6
Cc1ccc(/C=N/NC(=O)c2nnn(-c3nonc3N)c2-c2ccccc2)o1	5	2	0.4	1	5	1	-15	9	-1
CCOC(=O)CN(C(=O)CNC(=O)c1ccco1)C(C(=O)NC1CCCCC1)c1cccs1 (stereo not given)	7	5	-0.1	-3	-4	2	-2	2	-10

Results, from the start:
SMILES	M4 ag	IDE inh	CRFR2-BP ag	M4 PAM	M4 antag	CHRM5 antagonist	CRFBP-R2 block	CHRM5 agonist	M5 PAM
O=C1N/C(=C/c2ccc(Br)s2)C(=O)N1c1ccccc1	3	1	4.3	9	-6	-4	-40	4	1
CCC(=O)Oc1ccc(C(CC)C(CC)c2ccc(OC(=O)CC)cc2)cc1 (stereo not given)	0	7	1.4	-4	1	-3	7	0	5
O=C(O)c1cc(S(=O)(=O)Nc2ccc3cn[nH]c3c2)ccc1Br	0	0	0.1	6	-6	3	6	1	3
COc1ccccc1C(=O)Nc1nnc(S(=O)(=O)N2CCOCC2)s1	2	4	1.6	2	-11	-8	-10	-2	4
COc1ccccc1CNC(=O)COC(=O)c1ccc(C)c(S(=O)(=O)N2CCOCC2)c1	0	1	-0.8	7	-13	3	3	1	-3
O=C1N=C(N2CCCCC2)S/C1=C\c1cn[nH]c1-c1ccccc1	-1	-6	1.8	1	-16	-2	7	1	-3
C/C=C(/C)C(=O)O[C@@H]1c2c(ccc3ccc(=O)oc23)OC(C)(C)[C@@H]1OC(C)=O	10	-1	-1.1	-6	12	9	1	6	-4
O=C(CCN1CCN(c2ccccc2)CC1)N/N=C/c1ccc(O)c(O)c1O	1	·	2.6	-2	-2	-5	16	-1	8
C#CCOCCOCCOCCNc1nc(N2CCN(C(=O)Cn3cc(CC(C)O)nn3)CC2)nc(N2CCN(C(=O)[C@H]([C@@H](C)O)n3cc(CCCCN)nn3)CC2)n1 (stereo not given in full)	0	·	-1.2	2	-1	11	-12	3	-1
O=C(NCCCN1CCCC1=O)c1ccccc1NS(=O)(=O)c1ccc(F)cc1	1	2	6.3	3	3	-5	-10	1	7
O=C1C2C3CCCC3=C3CCCC3C2C(=O)N1c1ccccc1 (stereo not given)	0	9	-4.4	15	2	0	-22	-5	3
O=S(=O)(NCCS(=O)(=O)N1CCN(c2ccc(F)cc2)CC1)c1ccc(F)cc1	19	·	-2.9	-4	-11	3	38	4	-6
Cc1ccc(/C=N/NC(=O)c2nnn(-c3nonc3N)c2-c2ccccc2)o1	5	2	0.4	1	5	1	-15	9	-1
CCOC(=O)CN(C(=O)CNC(=O)c1ccco1)C(C(=O)NC1CCCCC1)c1cccs1 (stereo not given)	7	5	-0.1	-3	-4	2	-2	2	-10
O=C(CCNC(=O)N1CC(=O)Nc2ccccc21)Nc1ccc(F)c(Cl)c1	2	8	5.7	-2	5	-1	-2	-2	2
CN(c1ccc(C(=O)N2CCN(c3ccc(F)cc3)CC2)cc1)S(C)(=O)=O	1	-4	-1.8	-5	5	-2	-9	-1	-1
Cc1ccc(Nc2nc(Oc3ccc(=O)[nH]n3)nc(N(C)C)n2)cc1	-1	5	-1.4	11	0	5	1	0	2
CC(C)Oc1ccc(S(=O)(=O)N2CCOCC2)cc1NC(=O)C1CCCC1	0	2	-1.2	8	-3	-3	3	0	2
CC(C)Cc1nnc(NC(=O)CCC(=O)N2CCN(c3ccc([N+](=O)[O-])cc3)CC2)s1	15	2	0.7	-9	8	18	2	3	-12
CCOC(=O)C1CCN(c2ncnc3c2cnn3-c2ccc(OC)cc2)CC1	1	3	-1.6	15	16	-6	1	4	6
CSc1nc2ccc3nc(NC(=O)C4COc5ccccc5O4)sc3c2s1 (stereo not given)	1	2	0.0	-5	-7	2	-22	1	-2
Cc1ccc(OCC(=O)Nc2ccc(NC(=O)c3cccs3)cc2)c(C)c1	1	-2	-0.4	0	-14	-1	-7	-2	1
Clc1ccc(-c2nnc(CNC3CC3)o2)cc1	0	3	5.0	5	-13	-8	-9	-1	-1
CSc1ncccc1C(=O)OCC(=O)NCCCc1ccccc1	1	0	-4.6	2	-2	-1	11	0	-1
Cc1cc(C)c(S(C)(=O)=O)c(N(C)N)n1	2	4	2.2	2	-4	-12	8	-2	10

Additional structures:
SMILES	M4 ag	IDE inh	CRFR2-BP ag	M4 PAM	M4 antag	CHRM5 antagonist	CRFBP-R2 block	CHRM5 agonist	M5 PAM
COc1ccccc1OCCC(=O)OCC(=O)Nc1ccc(S(=O)(=O)N2CCOCC2)cc1	5	2	-0.7	5	2	0	3	0	8
CCCCN(C(=O)/C=C/c1ccc(OCC(C)C)c(OCC)c1)c1c(N)n(CCC)c(=O)[nH]c1=O	0	-6	0.7	-1	7	3	-22	-1	1
O=C(O)c1c(NC(=O)N2CCOCC2)sc2c1CCCC2	0	-1	-0.4	-3	-4	1	7	1	2
COc1cccc(C=Nc2cc(C)on2)c1O	1	-1	0.7	3	6	21	-2	-2	-11
CN(C)c1ccc(S(=O)(=O)N2CCCCC2)cc1NC(=O)CCNC(=O)c1ccco1	0	-1	-1.5	-3	8	17	0	-2	-2
CCCOc1ccc(-c2c(C(=O)N/N=C/c3ccsc3)nnn2-c2nonc2N)cc1	6	3	-0.2	2	-19	-2	-22	2	1
CC1C(=O)N(Cc2cn(CCC3OCCO3)nn2)CCS(=O)(=O)N1Cc1ccc(-c2ccc(F)cc2)cc1 (stereo not given)	12	·	-0.7	-3	-9	-1	-12	1	0
Cc1ccc(Sc2ccc(NC(=O)CCl)cc2)cc1C	2	1	-0.7	-11	9	3	16	-4	-6
CCn1c(SCC(=O)O)nc2ccccc21	3	-10	0.2	13	-3	7	4	-1	1
COc1ccc(NC(=O)CSc2nnc(C3CC3)n2N)cc1	0	3	0.6	9	3	-5	0	3	-1
Cc1nc2nc(NCc3cccs3)nn2c(C)c1Cl	0	-1	-1.5	7	10	-2	-4	-4	4
Cc1cc2nc(-c3ccc4c(c3)CCC4)ccn2n1	0	-5	-2.9	10	0	4	34	-6	-2
Cn1c(=O)[nH]c(=O)c2c1nc(SCC(=O)O)n2CCOc1ccccc1	-1	-1	0.3	-15	54*	5	-3	-6	-8
COc1ccc(CNC(=O)N2CCc3ccccc3C2)cc1Cl	0	0	-1.0	-1	-12	1	14	-6	-4
O=C(NCC(c1ccco1)N1CCc2ccccc21)C(=O)Nc1ccccc1 (stereo not given)	1	-5	1.1	-8	7	3	5	1	-4
CC(C)CCN1C(=O)CCC1(C)C(=O)NC1CCCCCC1 (stereo not given)	0	-4	-0.4	-9	4	-1	3	-7	-1
Cc1ccc(-n2c(O)c(C=NC3CCS(=O)(=O)C3)c3ccccc3c2=O)cc1C (stereo not given)	0	-1	0.0	-5	-2	2	-22	1	-2
Cc1nc2ccc(NC(=O)c3nn(CC(C)C)c(=O)c4ccccc34)cc2s1	0	4	0.8	-15	-1	-2	-34	-3	-3
CCC1(C)Cc2c(sc3nnn(CC(=O)Nc4ccccc4)c(=O)c23)CO1 (stereo not given)	3	-3	2.6	-5	6	7	-52	3	-4
COc1ccc(/C=C/C(=O)Nc2ccccc2)cc1S(=O)(=O)N1CCOCC1	6	7	1.5	-12	-8	4	-3	-1	-6
CCCc1nn(C)c(C(=O)Nc2ccc(Cl)cc2)c1Cl	-1	1	-2.5	10	-7	-3	-2	-4	5
O=C(Nc1ccc(Br)cn1)c1cccc(S(=O)(=O)N2CCCC2)c1	5	1	-1.1	-1	-7	21	-5	-5	-7
CCn1c(SCC(=O)NC(C)C)nnc1-c1cccs1	-1	0	1.3	-1	12	5	0	0	2
CCCc1nnc(NC(=O)c2cc(OC)cc(OC)c2)s1	-1	-3	-0.4	8	1	-3	-102	0	-1
COc1ccc(CCNC(=O)CC(=O)N/N=C\c2ccc(OCC(N)=O)cc2)cc1OC	1	·	-1.9	-1	-3	10	7	2	-7

Carrying on.
SMILES	M4 ag	IDE inh	CRFR2-BP ag	M4 PAM	M4 antag	CHRM5 antagonist	CRFBP-R2 block	CHRM5 agonist	M5 PAM
CC1CCCCN1S(=O)(=O)CCNC(=O)c1ccccc1 (stereo not given)	0	2	0.9	5	-7	4	4	0	-11
Cc1ccc(C)c(Cn2c(=O)n(CCC(=O)NCc3ccco3)c(=O)c3sccc32)c1	0	3	-0.9	-3	2	1	4	-2	3
CC(=O)c1ccc(NC(=O)CN2C(=O)COc3ccc(S(=O)(=O)N4CCCC4)cc32)cc1	1	-4	0.1	-7	2	14	3	-4	-6
COc1cc(NC(=O)CN2CCN(Cc3ccc4c(c3)OCO4)CC2)cc(OC)c1	0	6	-2.1	3	-4	10	30	-5	0
Cc1n[nH]c(=O)nc1NCc1ccc(Cl)cc1	1	3	1.9	4	5	7	-2	-6	-1
COc1ccccc1CNC(=O)COC(=O)c1ccccc1SCC(=O)N1CCCC1	12	5	1.2	-4	-8	7	2	2	-12
Nc1nnc(SCC(=O)OCC(=O)NC2CCCCC2)s1	0	1	0.5	-6	7	3	8	4	2
O=S(=O)(c1ccc(F)c2ccccc12)N1CCCCC1	-2	10	-1.7	-1	8	3	9	-4	-2
CC(NCC(=O)Nc1ccccc1C(=O)NC1CC1)c1cccs1 (stereo not given)	3	0	-1.1	1	-3	15	-5	2	5
O=C(COc1ccc(Cl)cc1Cl)NC(=S)Nc1ccc(CN2CCOCC2)cc1	10	1	2.1	-15	-3	14	-13	-10	-16
Cc1ccc2ccc(C(Nc3ccccn3)c3ccccc3)c(O)c2n1 (stereo not given)	1	3	-0.8	-4	2	8	-1	-1	-4
